Assay outcomes (PubChem)
HCMV antiviral: human cytomegalovirus inhibition; activity change, negative = inhibition, % at 57.5 µM; actives 4.5% (n = 410,000); HFF cells, HCMV-luciferase reporter, 72 h; stronger effect = lower value; AID 1259415; in the data active means activity change below about -60%; inconclusive means no clear call, values can overlap the other calls; inactive means above about -39%
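Human foreskin fibroblasts infected with luciferase-reporter HCMV at MOI 1 PFU/cell, compounds at two doses. Luciferase measured 72 h post infection; normalized to buffer-only basal and Salinomycin (10uM) controls.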
Sm TGR inh: S. mansoni TGR enzyme inhibition; Q962Y6; purified TGR, DTNB reduction, TNB absorbance 405 nm; Potency, µM (doses to about 114 µM), without a hit: top-dose activity change, negative = inhibition, actives largely listed as inhibitors; actives 3% (n = 360,000); AID 485364; further: potency means the concentration at half of the fitted maximal effect; nearly all actives have a fitted effect of over 60% in size
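First, TGR (20 nM dispensed) and NADPH were mixed with compound. Second, a 15 min room-temperature incubation followed. Third, further NADPH and then DTNB were added to start the reaction. Finally, TNB absorbance was monitored kinetically.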
AmpC inh no detg: inhibitors of E. coli AmpC beta-lactamase without detergent; AmpC nitrocefin hydrolysis, absorbance 480 nm, 0.0001% Triton; Potency, µM (top dose mostly 57.1 µM), for the others: top-dose activity change, negative = inhibition, most hits filed as inhibitors; actives 0.52% (n = 330,000); AID 485341; P00811;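 further: potency means the concentration at half of the fitted maximal effect; plate controls were no compound for no effect and no enzyme for full effect; nearly all actives have a fitted effect of over 20% in size; some results filed as inactive show a strong effect at the top dose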
Target sequence (P00811 whole entry, looked up): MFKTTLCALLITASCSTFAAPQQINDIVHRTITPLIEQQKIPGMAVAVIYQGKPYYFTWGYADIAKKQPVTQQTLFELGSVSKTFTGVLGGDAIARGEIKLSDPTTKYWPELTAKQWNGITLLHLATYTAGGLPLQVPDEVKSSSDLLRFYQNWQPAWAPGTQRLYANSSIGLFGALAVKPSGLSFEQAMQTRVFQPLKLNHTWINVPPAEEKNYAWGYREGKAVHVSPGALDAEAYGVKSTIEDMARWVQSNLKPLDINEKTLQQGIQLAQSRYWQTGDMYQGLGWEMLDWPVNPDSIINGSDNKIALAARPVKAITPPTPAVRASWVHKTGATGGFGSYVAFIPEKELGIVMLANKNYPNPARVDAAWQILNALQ
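AmpC (5.3 nM in the dispensed reagent) in 20 mM phosphate pH 7.0 with 0.01% (detergent screen) or 0.0001% Triton X-100 was preincubated with compounds for 15 min at room temperature. Nitrocefin was then added from an 800 uM solution, and hydrolysis was followed at 480 nm.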
AMA1 RON2 block: AMA1-RON2 (P. falciparum) interaction inhibition | AlphaScreen AMA1-biotinylated RON2 peptide binding | Potency, µM (series often up to 58.2 µM), inactives show at the highest dose activity change, negative = inhibition, most hits filed as inhibitors | actives 0.2% (n = 360,000);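 further: potency means the concentration at half of the fitted maximal effect; 0% = vehicle wells and -100% = peptide control; nearly all actives have a fitted effect of over 45% in size; some results filed as inactive show a strong effect at the top dose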
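AMA1 (3D7) with his tag at 25 nM final met compounds first, then biotinylated RON2 peptide at 25 nM; detection used donor plus acceptor beads, 10 µg/mL apiece, read by AlphaScreen after 30 min at room temperature.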
AmpC detergent: inhibitors of E. coli AmpC beta-lactamase with detergent. Potency, µM (doses to about 114 µM), for inactives: at the top dose activity change, negative = inhibition, actives largely listed as inhibitors. actives 0.041% (n = 370,000). AmpC hydrolysis of nitrocefin, absorbance 480 nm, 0.01% Triton;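 further: potency means the concentration at half of the fitted maximal effect; 0% = no-compound wells and -100% = no-enzyme wells; nearly all actives have a fitted effect of over 25% in size; some results filed as inactive show a strong effect at the top dose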
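20 mM phosphate pH 7.0 + 0.01% (detergent screen) or 0.0001% Triton X-100; 5.3 nM AmpC reagent; cpd preinc 15 min RT; nitrocefin (800 uM stock) to start; A480 q20 s × 4 min; Activity was normalised to no-enzyme and no-compound control wells.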
Giardia FBPA inh: inhibitors of Giardia lamblia fructose-1,6-bisphosphate aldolase; actives 0.71% (n = 290,000); A8B2U2; Potency, µM (titrated, usually from 59.6 µM), without a hit: top-dose activity, negative = inhibition, hits mostly inhibitors; purified Giardia FBPA; further: potency means the concentration at half of the fitted maximal effect; nearly all actives have a fitted effect of over 55% in size
Target sequence (A8B2U2 whole entry, looked up): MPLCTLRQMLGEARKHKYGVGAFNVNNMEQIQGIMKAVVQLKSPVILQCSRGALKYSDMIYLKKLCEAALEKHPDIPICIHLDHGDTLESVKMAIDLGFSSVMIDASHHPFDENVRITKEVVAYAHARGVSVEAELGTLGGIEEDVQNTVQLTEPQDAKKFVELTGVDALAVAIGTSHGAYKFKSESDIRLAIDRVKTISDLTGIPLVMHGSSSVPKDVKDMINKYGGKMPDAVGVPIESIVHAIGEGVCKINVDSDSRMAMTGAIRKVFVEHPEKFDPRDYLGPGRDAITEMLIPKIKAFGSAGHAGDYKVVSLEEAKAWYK
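40 nM FBPA preincubated 10 min at RT with compound (up to 57.5 uM final), then substrate plus GAPDH/TPI/NAD/arsenate coupling and diaphorase/resazurin added. Fluorescence read after 20 min at RT, 525/598 nm.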
Active calls of the source: *; [ ] = another dose, or the depositor's remark. Unless noted, the call rests on the fitted dose curve; in most records, active means well fitted curve in the direction sought with a large enough effect; inconclusive means small, poorly fitted or top-dose-only effect, or another doubt; inactive means no such curve, though single readings can be large; an effect the other way counts as inactive or inconclusive. Unless noted, on the % scale 0 is the no-effect control and ±100 the full control effect. Outcome played no part in choosing rows. About 7.8% of those tested had a hit in this group.

Screening O=C1CC(NS(=O)(=O)c2ccc3ccccc3c2)CN1c1ccccc1 (stereo unspecified) returned HCMV antiviral -15, Sm TGR inh 6%, AmpC inh no detg -23%, AMA1 RON2 block -7% and AmpC detergent -22%.
`Cc1ccc(S(=O)(=O)CCC(=O)Nc2ccc(S(=O)(=O)N(C)C)cc2)cc1` gave Sm TGR inh inconclusive, AmpC inh no detg -13%, AmpC detergent -10% and Giardia FBPA inh 2%.
`C#C[C@]1(O)CC[C@H]2[C@@H]3CCC4=Cc5nc6nc7ccccc7n6cc5C[C@]4(C)[C@H]3CC[C@@]21C` gave HCMV antiviral -30, Sm TGR inh inconclusive, AmpC inh no detg -42%, AMA1 RON2 block 31%[activator] and AmpC detergent -6%.
O=C(NCCS(=O)(=O)N1CCN(c2ccc(F)cc2)CC1)c1ccccc1Br was read as HCMV antiviral 21, Sm TGR inh -2% and AmpC detergent 16%.
Screening COc1cc(S(=O)(=O)N2CCN(C(=O)c3ccccc3)CC2)c(OC)cc1Br returned HCMV antiviral 2, Sm TGR inh 16%, AmpC inh no detg 95%[activator], AMA1 RON2 block 7%, AmpC detergent -2% and Giardia FBPA inh -1%.
Screening CCOC(=O)c1nn(-c2ccc(Cl)cc2)c2nnc(Cc3ccccc3)c(=O)n12 returned HCMV antiviral -4, Sm TGR inh 8%, AmpC inh no detg -23%, AMA1 RON2 block 11%, AmpC detergent 6% and Giardia FBPA inh -1%.
O=S(=O)(Nc1cccnc1Cl)c1ccc(F)cc1 was read as HCMV antiviral -2, Sm TGR inh 7%, AmpC inh no detg -4%, AMA1 RON2 block -6%, AmpC detergent -3% and Giardia FBPA inh -1%.
Screening COC(=O)CN1C(=O)COc2ccc(S(=O)(=O)N3CCOCC3)cc21 returned HCMV antiviral -9, Sm TGR inh 2%, AmpC inh no detg -12%, AMA1 RON2 block -5% and AmpC detergent 3%.
COc1cccc2cc(/C(C)=N/NC(=O)c3ccco3)oc12 was read as HCMV antiviral 39, Sm TGR inh -26%, AmpC inh no detg -33%, AMA1 RON2 block 10%, AmpC detergent inconclusive and Giardia FBPA inh 5%.
For O=C(c1ccco1)N1CCC(c2nc3c(nnn3Cc3ccc(F)cc3)c(=O)[nH]2)CC1 the results were HCMV antiviral 17, Sm TGR inh -12%, AmpC inh no detg 34%, AMA1 RON2 block 1%, AmpC detergent -15% and Giardia FBPA inh 1%.

Among those listed so far, 2 contain a furan ring, fused or not.
COc1cccc2cc(/C(C)=N/NC(=O)c3ccco3)oc12 was read as HCMV antiviral 39, Sm TGR inh -26%, AmpC inh no detg -33%, AMA1 RON2 block 10%, AmpC detergent inconclusive and Giardia FBPA inh 5%.
For O=C(c1ccco1)N1CCC(c2nc3c(nnn3Cc3ccc(F)cc3)c(=O)[nH]2)CC1 the results were HCMV antiviral 17, Sm TGR inh -12%, AmpC inh no detg 34%, AMA1 RON2 block 1%, AmpC detergent -15% and Giardia FBPA inh 1%.

Structures shown so far that have four or more nitrogen atoms, in the order listed:
Screening CCOC(=O)c1nn(-c2ccc(Cl)cc2)c2nnc(Cc3ccccc3)c(=O)n12 returned HCMV antiviral -4, Sm TGR inh 8%, AmpC inh no detg -23%, AMA1 RON2 block 11%, AmpC detergent 6% and Giardia FBPA inh -1%.
For O=C(c1ccco1)N1CCC(c2nc3c(nnn3Cc3ccc(F)cc3)c(=O)[nH]2)CC1 the results were HCMV antiviral 17, Sm TGR inh -12%, AmpC inh no detg 34%, AMA1 RON2 block 1%, AmpC detergent -15% and Giardia FBPA inh 1%.

Continued:
Cc1ccnc(NS(=O)(=O)c2ccc(NC(=O)c3cc(-c4ccc(Br)cc4)nc4ccccc34)cc2)n1 was read as HCMV antiviral 4, Sm TGR inh -1%, AmpC inh no detg -18%, AMA1 RON2 block 16%, AmpC detergent -7% and Giardia FBPA inh 1%.
Screening CCOc1ccc(CNC(=O)c2cc3ccccn3n2)cc1 returned HCMV antiviral 87, Sm TGR inh 1% and AmpC detergent -7%.
Screening CCOC(=O)c1c(C)nc2sc(C(=O)Nc3ccc(OC)cc3)c(N)c2c1-c1ccc(OC)cc1 returned HCMV antiviral inconclusive, Sm TGR inh 7%, AmpC inh no detg -11%, AMA1 RON2 block -12%, AmpC detergent -2% and Giardia FBPA inh 3%.
For Cc1cc(NC(=O)COc2c(C)cccc2C)no1 the results were HCMV antiviral -37, Sm TGR inh 9%, AmpC inh no detg -22%, AMA1 RON2 block -13%, AmpC detergent 4% and Giardia FBPA inh -2%.
Screening Cc1oc2c(c1C(=O)NCCO)CCCC2 returned HCMV antiviral -3, Sm TGR inh -9%, AmpC inh no detg -11%, AMA1 RON2 block -7%, AmpC detergent inconclusive and Giardia FBPA inh -9%.
For Nc1nnc(CC(=O)NCc2ccccc2)s1 the results were HCMV antiviral -17, Sm TGR inh 0%, AmpC inh no detg -14%, AMA1 RON2 block 6%, AmpC detergent -11% and Giardia FBPA inh -1%.
For COc1ccc(NC(=O)Nc2cc(C)ccc2F)cc1 the results were HCMV antiviral -34, Sm TGR inh -7%, AmpC inh no detg -18%, AMA1 RON2 block 0%, AmpC detergent inconclusive and Giardia FBPA inh -3%.
Screening Cc1cccc(NC(=O)c2nc[nH]c2C(=O)NCCCCCNC(=O)OC(C)(C)C)c1 returned HCMV antiviral 5, Sm TGR inh -6%, AmpC inh no detg 182%[activator], AMA1 RON2 block 100%[activator] and AmpC detergent 6%.
Screening COc1ccc(NC(=O)COC(=O)C(CC(C)C)N2C(=O)C3CC=CCC3C2=O)cc1Cl (stereo unspecified) returned HCMV antiviral 76, Sm TGR inh 2%, AmpC inh no detg 63%[activator], AMA1 RON2 block 10%, AmpC detergent 7% and Giardia FBPA inh -7%.
For COCCNC(=O)/C(C#N)=C/c1c(N2CCN(c3ccccc3)CC2)nc2c(C)cccn2c1=O the results were HCMV antiviral 12, Sm TGR inh 0%, AmpC inh no detg 62%[activator], AMA1 RON2 block 6%, AmpC detergent 0% and Giardia FBPA inh -8%.
O=C1CC(C(=O)Nc2ccc(C(=O)O)cc2)C(c2ccccc2)O1 (stereo unspecified) was read as HCMV antiviral 48, Sm TGR inh -1%, AmpC inh no detg -10%, AMA1 RON2 block 1%, AmpC detergent -3% and Giardia FBPA inh 6%.
`CC1Cc2cc(S(=O)(=O)NCCc3ccc(Cl)cc3)ccc2N1C(=O)C1CCC1` (stereo unspecified) gave HCMV antiviral -6, Sm TGR inh 2% and AmpC detergent 1%.
CCCS(=O)(=O)c1csc(C(=O)OC)c1N was read as HCMV antiviral 31, Sm TGR inh 8%, AmpC inh no detg -10%, AMA1 RON2 block 6%, AmpC detergent -8% and Giardia FBPA inh 1%.
CCOc1ccc(S(=O)(=O)N2CCN(C(=O)COc3ccc(Br)cc3)CC2)cc1 was read as HCMV antiviral 0, AmpC inh no detg 6% and AMA1 RON2 block 0%.
For CCOc1ccc(-c2cc(C(=O)NCc3ccccc3Cl)c3ccccc3n2)cc1 the results were HCMV antiviral 1, Sm TGR inh 3% and AmpC detergent 5%.
Screening CCc1sc(NC(=O)CCC(=O)O)nc1-c1cc2ccccc2oc1=O returned HCMV antiviral -23, Sm TGR inh 0%, AmpC inh no detg -25%, AMA1 RON2 block 13%, AmpC detergent 0% and Giardia FBPA inh 9%.
`CCn1c(SCC(=O)N2CCOCC2)nc2oc3c(Cl)cc(Cl)cc3c(=O)c2c1=O` gave Sm TGR inh 0%, AmpC inh no detg -53%, AmpC detergent 1% and Giardia FBPA inh 9%.
Screening CC(NC(=O)Cc1ccccc1)C(=O)O (stereo unspecified) returned HCMV antiviral -4, Sm TGR inh 50µM*, AmpC inh no detg -4%, AMA1 RON2 block -7% and AmpC detergent -5%.
Screening CC(C)(C)NC(=O)NC(=O)Cn1ccsc1=N returned HCMV antiviral -11, Sm TGR inh 3%, AmpC inh no detg -24%, AMA1 RON2 block -8%, AmpC detergent -15% and Giardia FBPA inh -1%.
Screening O=C(Nc1c(Cl)cccc1Cl)c1cc(-c2ccc3c(c2)OCO3)on1 returned HCMV antiviral 91, Sm TGR inh 11% and AmpC detergent 15%.
Cc1cccc(NC(=O)Cn2cc(C(=O)C3CCCCC3)c3ccccc32)c1 was read as HCMV antiviral 5, Sm TGR inh -1% and AmpC detergent 18%.
Screening CCOC(=O)CSc1nc2ccccc2c(=O)n1NC(=O)c1ccccc1 returned HCMV antiviral 110, Sm TGR inh inconclusive, AmpC inh no detg -40%, AMA1 RON2 block 28%, AmpC detergent -9% and Giardia FBPA inh 12%.
O=C(CN1CCN(c2ccc([N+](=O)[O-])cc2)CC1)c1ccccc1 was read as HCMV antiviral 47, Sm TGR inh 11µM*, AmpC inh no detg -58%, AMA1 RON2 block -5%, AmpC detergent -5% and Giardia FBPA inh -25%.
`O=C1CN(C(=O)CSc2nncn2-c2ccccc2)c2ccccc2N1` gave HCMV antiviral 20, Sm TGR inh 4%, AmpC inh no detg -8%, AMA1 RON2 block -4%, AmpC detergent -12% and Giardia FBPA inh 6%.
For Cc1ccc(NC(=O)CN(C)C(=O)Cc2ccccc2F)cc1 the results were HCMV antiviral 3, Sm TGR inh -3%, AmpC inh no detg -39%, AMA1 RON2 block 0%, AmpC detergent -8% and Giardia FBPA inh 0%.
O=C(CCc1ccccc1)NCC(c1ccco1)N1CCc2ccccc21 (stereo unspecified) was read as HCMV antiviral inconclusive, Sm TGR inh -4%, AmpC inh no detg -17%, AMA1 RON2 block -24% and AmpC detergent inconclusive.
`COc1ccc(OC)c(NC(=O)c2c(NCc3cccs3)sc3c2CCCCC3)c1` gave HCMV antiviral -7, Sm TGR inh 40µM* and AmpC detergent 0%.
`O=c1oc2ccc(Br)cc2cc1S(=O)(=O)c1ccc(F)cc1` gave Sm TGR inh -7%, AmpC inh no detg -16%, AMA1 RON2 block -6%, AmpC detergent -11% and Giardia FBPA inh 0%.
`O=C1CCN(CCc2ccccc2)CCN1[C@H](CSc1ccccc1)c1ccccc1` gave HCMV antiviral -29, Sm TGR inh -10%, AmpC inh no detg 58%, AMA1 RON2 block inconclusive, AmpC detergent -15% and Giardia FBPA inh -5%.
Screening CCN(CC)C(=O)Cn1cc(S(=O)(=O)CC(=O)N2CCCCCC2)c2ccccc21 returned HCMV antiviral 0, Sm TGR inh 0%, AmpC inh no detg 1%, AMA1 RON2 block 0%, AmpC detergent 0% and Giardia FBPA inh -3%.
Screening O=C(Cc1c(F)cccc1Cl)Nc1ccc(S(=O)(=O)Nc2nccs2)cc1 returned HCMV antiviral 59, Sm TGR inh -2%, AmpC inh no detg -55%, AMA1 RON2 block 8% and AmpC detergent -4%.
